CRFBP-R2 agonist = CRF-BP/CRF-R2 complex agonism. HEK293 CRF-R2/CRF-BP, calcium dye fluorescence (FLIPR); percent of saturating CRF peptide response. activation, % at 13.2 µM. 350,000 compounds, 0.46% hits. AID 588473;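 active = activation of at least 50%, plus an integration ratio under a set limit after plate pattern correction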;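 also: plate controls were neutral control wells without compound for no effect and CRF at EC100 for full effect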
CRFBP-R2 block = antagonists of CRF-binding protein/CRF-R2 receptor complex; HEK293 CRF-R2/CRF-BP, CRF-induced calcium fluorescence; inhibition, % at 11.8 µM; 350,000 compounds, 0.59% hits;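 active = inhibition of the ligand-induced calcium signal above about 50% at the single tested concentration, limit read from the data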
GalR3 antagonist = human GalR3 antagonism; HEK293 GalR3-CNG cAMP membrane potential fluorescence; galR3 body fused to GalR1 C-terminus; inhibition, % at 3 µM; 360,000 compounds, 0.44% hits;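 active = inhibition above the screen-wide average plus 3 SD, cut at about 13% in these data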;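 also: forskolin and galanin both at EC90 stimulate the cells; cAMP rise reported by CNG channel membrane potential dye signal; 0% = forskolin plus galanin with DMSO and 100% = forskolin alone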
Target sequence (O60755 1-299 limits assumed): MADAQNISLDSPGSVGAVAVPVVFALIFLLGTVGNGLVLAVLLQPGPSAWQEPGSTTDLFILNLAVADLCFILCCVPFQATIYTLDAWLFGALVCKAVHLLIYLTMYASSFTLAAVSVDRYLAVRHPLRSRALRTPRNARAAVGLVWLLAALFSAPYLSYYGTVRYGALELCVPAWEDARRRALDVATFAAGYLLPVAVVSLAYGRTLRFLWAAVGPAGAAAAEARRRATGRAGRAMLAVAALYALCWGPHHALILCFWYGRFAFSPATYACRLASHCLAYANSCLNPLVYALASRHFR
Active calls of the source: *. Only part of the results is shown; rates above refer to the full screens.

`CCOc1ccccc1/C=N/NC(=O)c1nnn(-c2nonc2N)c1CN1CCCCCC1` gave CRFBP-R2 agonist 1.2, CRFBP-R2 block 6 and GalR3 antagonist 3.
Screening O=C(c1ccc(N2C(=O)c3ccccc3C2=O)cc1)N1CCN(S(=O)(=O)c2ccccc2F)CC1 returned CRFBP-R2 agonist 2.0, CRFBP-R2 block 1 and GalR3 antagonist -7.
COc1ccc(OC)c(/C=N/n2c(C)nc3ccccc3c2=O)c1 was read as CRFBP-R2 agonist -0.3, CRFBP-R2 block -5 and GalR3 antagonist 4.
For O=C(c1ccccc1)C(c1ccccc1)c1ccccc1 the results were CRFBP-R2 agonist -1.6, CRFBP-R2 block 26 and GalR3 antagonist -4.
For ClCCn1cnc2c(SCc3ccccc3Cl)ncnc21 the results were CRFBP-R2 agonist -6.4, CRFBP-R2 block -5 and GalR3 antagonist -3.
COc1ccc(C(CNC(=O)CN(C)S(=O)(=O)c2ccc(C)cc2)N2CCCC2)cc1 (centres undefined) was read as CRFBP-R2 agonist -0.1, CRFBP-R2 block 14 and GalR3 antagonist -1.
For COc1ccc(-n2ccnc(SCC(=O)NCc3ccc(C)cc3)c2=O)cc1Cl the results were CRFBP-R2 agonist -1.3, CRFBP-R2 block 2 and GalR3 antagonist -5.
Screening CCN(c1ccccc1)S(=O)(=O)c1ccc(Cl)c(NC(=O)CNC(C)c2ccccc2)c1 (centres undefined) returned CRFBP-R2 agonist 0.3, CRFBP-R2 block 2 and GalR3 antagonist -4.
Screening C=CCNCc1ccccc1[N+](=O)[O-] returned CRFBP-R2 agonist 0.1, CRFBP-R2 block 1 and GalR3 antagonist 0.
Cc1cccc(NC(=O)CN(C)C(=O)c2ccc3ccccc3n2)c1C was read as CRFBP-R2 agonist -0.9, CRFBP-R2 block 4 and GalR3 antagonist 2.
COc1ccc(N(CC(=O)Nc2ccc3c(c2)OCCO3)S(=O)(=O)c2cccc(C)c2)cc1 was read as CRFBP-R2 agonist -0.3, CRFBP-R2 block 4 and GalR3 antagonist -1.
For Cc1ccc(C)c(NC(=O)CN(C)C(=O)c2cccc(-n3cccc3)c2)c1 the results were CRFBP-R2 agonist 3.1, CRFBP-R2 block -2 and GalR3 antagonist -2.
For Cc1nc2c(nc1C)C(=O)c1ccccc1C2=O the results were CRFBP-R2 agonist 1.6, CRFBP-R2 block 12 and GalR3 antagonist 0.
Cc1ccc(S(=O)(=O)NCC(=O)OCC(=O)N2CCN(C(=O)c3ccco3)CC2)cc1C was read as CRFBP-R2 agonist 1.4, CRFBP-R2 block 0 and GalR3 antagonist -4.
For Cc1cccc(S(=O)(=O)Nc2ccc(-n3c(C)nc4ccccc4c3=O)cc2)c1 the results were CRFBP-R2 agonist -0.8, CRFBP-R2 block -15 and GalR3 antagonist -2.
For COc1ccc(NC(=O)COc2ccc(N(C)S(=O)(=O)c3ccc(Cl)cc3)cc2)cc1OC the results were CRFBP-R2 agonist 1.2, CRFBP-R2 block 6 and GalR3 antagonist 91*.
`C[C@H]1CN([C@@H](C)CO)C(=O)c2cccc(NC(=O)c3ccc(-c4nccs4)cc3)c2O[C@@H]1CN(C)C(=O)Nc1cccc2ccccc12` gave CRFBP-R2 agonist 0.4, CRFBP-R2 block -7 and GalR3 antagonist 1.
Screening O=C(Nc1cccc(S(=O)(=O)NC2=NCCC2)c1)c1ccccc1 returned CRFBP-R2 agonist 3.1, CRFBP-R2 block -23 and GalR3 antagonist -3.
`COc1ccc(-c2csc(NC(=O)CCCc3nc4ccccc4c(=O)[nH]3)n2)cc1OC` gave CRFBP-R2 agonist 0.5, CRFBP-R2 block -7 and GalR3 antagonist -2.
Screening CC(=O)Nc1ccc(S(=O)(=O)NN=CCCc2ccccc2)cc1 returned CRFBP-R2 agonist -0.3, CRFBP-R2 block -4 and GalR3 antagonist -6.
`O=C1[C@@H](Oc2ccccc2)[C@@H](c2ccccc2)N1c1cccnc1` gave CRFBP-R2 agonist -1.3, CRFBP-R2 block -2 and GalR3 antagonist -5.
COc1ccc(C(=O)c2cc(OC)c(OC)c(OC)c2)cc1OC was read as CRFBP-R2 agonist -2.0, CRFBP-R2 block 3 and GalR3 antagonist 0.
`O=C(O)CNC(=O)C1(NC(=O)OCc2ccccc2)CCCC1` gave CRFBP-R2 agonist -0.8, CRFBP-R2 block 5 and GalR3 antagonist -3.
Screening C=CCN1C(=O)c2ccc(C(=O)N3CCN(c4ccccc4OC)CC3)cc2C1=O returned CRFBP-R2 agonist 0.6, CRFBP-R2 block 5 and GalR3 antagonist -2.
For CCOC(=O)N1CCN(C(=O)CSc2nc3nc(C)cc(C)n3n2)CC1 the results were CRFBP-R2 agonist 3.3, CRFBP-R2 block 6 and GalR3 antagonist -4.
For COc1ncnc2c1ncn2CCCNCc1ccco1 the results were CRFBP-R2 agonist -1.3, CRFBP-R2 block 5 and GalR3 antagonist -3.
`Oc1cccnc1SCc1ccccc1` gave CRFBP-R2 agonist 0.2, CRFBP-R2 block -1 and GalR3 antagonist -4.
Screening COc1ccc(C(CNC(=O)CSc2ccc(Br)cc2C)N2CCOCC2)cc1 (centres undefined) returned CRFBP-R2 agonist 0.1, CRFBP-R2 block -4 and GalR3 antagonist -2.
`CC(=O)N1CCN(S(=O)(=O)c2cccc(C(=O)Nc3ccccc3N3CCCC3)c2)CC1` gave CRFBP-R2 agonist -1.8, CRFBP-R2 block 8 and GalR3 antagonist 0.
For CC(C)C[C@H](NC(=O)c1nc[nH]c1C(=O)NC1CCNCC1)C(=O)OC(C)(C)C the results were CRFBP-R2 agonist -1.2, CRFBP-R2 block -3 and GalR3 antagonist -15.
O=C1CCCCCCCN1Cc1ccccc1 was read as CRFBP-R2 agonist -0.3, CRFBP-R2 block 1 and GalR3 antagonist 2.
O=C(NCc1ccccc1)c1ccccc1 was read as CRFBP-R2 agonist -0.9, CRFBP-R2 block -10 and GalR3 antagonist 2.
Screening C#CCOCCOCCOCCNc1nc(N2CCN(C(=O)[C@H](CCC(=O)O)n3cc([C@@H](N)CCCCN)nn3)CC2)nc(N2CCN(C(=O)[C@H](CCCCN)n3cc([C@@H](N)CC(N)=O)nn3)CC2)n1 returned CRFBP-R2 agonist -0.6, CRFBP-R2 block 3 and GalR3 antagonist -1.
Screening Cc1cn(C2CC(OC(=O)C(C)C)C(CO)O2)c(=O)[nH]c1=O (centres undefined) returned CRFBP-R2 agonist -0.2, CRFBP-R2 block 3 and GalR3 antagonist 0.
For CCN(C(=O)COC(=O)CCOc1cc(C)ccc1C)c1c(N)n(Cc2ccccc2)c(=O)[nH]c1=O the results were CRFBP-R2 agonist 0.6, CRFBP-R2 block -6 and GalR3 antagonist -7.
Screening Cc1cccc(NC(=O)c2nc[nH]c2C(=O)N[C@@H](C)CO)c1 returned CRFBP-R2 agonist 5.9, CRFBP-R2 block 6 and GalR3 antagonist -5.
`CCCCn1c(CCl)nc2cc(S(=O)(=O)N3CCOCC3)ccc21` gave CRFBP-R2 agonist 1.6, CRFBP-R2 block -6 and GalR3 antagonist -3.
For Cc1ccc(NC(=O)CCC(=O)c2cc(C)sc2C)nc1 the results were CRFBP-R2 agonist 0.3, CRFBP-R2 block -10 and GalR3 antagonist -4.
For CCN1C[C@@H]2[C@@H]3C(=O)N(Cc4ccccc4)C(=O)[C@@H]3[C@](Cc3ccccc3)(C1=O)N2C(=O)c1ccc(C)cc1 the results were CRFBP-R2 agonist -0.2, CRFBP-R2 block 0 and GalR3 antagonist -1.
C=CCN(c1ccccc1OC)S(=O)(=O)c1cccc(C(=O)OC2CCOC2=O)c1 (centres undefined) was read as CRFBP-R2 agonist -0.1, CRFBP-R2 block -3 and GalR3 antagonist 0.

For convenience, some entries already given:
For CCN1C[C@@H]2[C@@H]3C(=O)N(Cc4ccccc4)C(=O)[C@@H]3[C@](Cc3ccccc3)(C1=O)N2C(=O)c1ccc(C)cc1 the results were CRFBP-R2 agonist -0.2, CRFBP-R2 block 0 and GalR3 antagonist -1.
C=CCN(c1ccccc1OC)S(=O)(=O)c1cccc(C(=O)OC2CCOC2=O)c1 (centres undefined) was read as CRFBP-R2 agonist -0.1, CRFBP-R2 block -3 and GalR3 antagonist 0.

Returning to the listing; the 3 compounds before the break are reprinted first.
For Cc1ccc(NC(=O)CCC(=O)c2cc(C)sc2C)nc1 the results were CRFBP-R2 agonist 0.3, CRFBP-R2 block -10 and GalR3 antagonist -4.
For CCN1C[C@@H]2[C@@H]3C(=O)N(Cc4ccccc4)C(=O)[C@@H]3[C@](Cc3ccccc3)(C1=O)N2C(=O)c1ccc(C)cc1 the results were CRFBP-R2 agonist -0.2, CRFBP-R2 block 0 and GalR3 antagonist -1.
C=CCN(c1ccccc1OC)S(=O)(=O)c1cccc(C(=O)OC2CCOC2=O)c1 (centres undefined) was read as CRFBP-R2 agonist -0.1, CRFBP-R2 block -3 and GalR3 antagonist 0.
For O=Cc1cc(N=Nc2ccc(S(=O)(=O)O)cc2)ccc1O the results were CRFBP-R2 agonist -1.9, CRFBP-R2 block 9 and GalR3 antagonist -3.
Screening CC(=Nc1ccccc1)C1=C(O)C(Cc2ccc(F)cc2)NC1=O (centres undefined) returned CRFBP-R2 agonist -2.9, CRFBP-R2 block -9 and GalR3 antagonist -4.
`Cc1cc(=O)oc2cc(OCC(=O)N3CCN(c4ccccc4)CC3)ccc12` gave CRFBP-R2 agonist 0.4, CRFBP-R2 block 2 and GalR3 antagonist -6.
CCCCn1c(N)c(N(Cc2ccccc2OC)C(=O)c2cc(CC)c(C)s2)c(=O)[nH]c1=O was read as CRFBP-R2 agonist -2.1, CRFBP-R2 block -24 and GalR3 antagonist -7.
For OCc1nc2ccccc2n1CCCCOc1ccccc1 the results were CRFBP-R2 agonist -1.4, CRFBP-R2 block -18 and GalR3 antagonist -7.
Screening COC(=O)[C@]1(C)CCC[C@@]2(C)C3CC[C@@]4(C)C[C@]3(CCC21)CC(=O)N4Cc1ccc(OC)cc1 (some centres undefined) returned CRFBP-R2 agonist 5.6, CRFBP-R2 block -12 and GalR3 antagonist -4.
For CCN(C(=O)COC(=O)c1cccnc1SC)c1c(N)n(Cc2ccccc2)c(=O)[nH]c1=O the results were CRFBP-R2 agonist -1.0, CRFBP-R2 block 4 and GalR3 antagonist 0.
For Cc1c(F)cccc1NS(=O)(=O)c1ccc(N2CCCC2=O)cc1 the results were CRFBP-R2 agonist 0.3, CRFBP-R2 block -7 and GalR3 antagonist -3.
COc1ccc(-c2ccc3c(=O)cc(-c4ccsc4)oc3c2)cn1 was read as CRFBP-R2 agonist 7.7, CRFBP-R2 block 4 and GalR3 antagonist -3.
Screening Cc1ccn2c(=O)nc(SCC(=O)NCc3ccco3)nc2c1 returned CRFBP-R2 agonist 0.8, CRFBP-R2 block -2 and GalR3 antagonist -3.
Screening CCCN(CC(=O)Nc1ccccc1C)C(=O)Cc1n[nH]c(=O)c2ccccc12 returned CRFBP-R2 agonist 0.3, CRFBP-R2 block -1 and GalR3 antagonist -1.
Screening COc1cc(C(=O)N(C)Cc2cccc(OC)c2OC)ccc1OCC(=O)Nc1cccc(C(F)(F)F)c1 returned CRFBP-R2 agonist 5.1, CRFBP-R2 block -10 and GalR3 antagonist -5.
`CCCCOP(=O)(OCCCC)C1(C)CC(=O)CC(C)(C)C1` (centres undefined) gave CRFBP-R2 agonist 1.2, CRFBP-R2 block -17 and GalR3 antagonist 0.
O=C(COC(=O)Cc1ccc(Cl)cc1)NCCc1ccccc1 was read as CRFBP-R2 agonist -1.7, CRFBP-R2 block -5 and GalR3 antagonist -5.
For CC(C)c1ccc(NC(=O)CSc2nc(=O)n(CCN3CCOCC3)c3c2CCC3)cc1 the results were CRFBP-R2 agonist -0.6, CRFBP-R2 block 7 and GalR3 antagonist -5.
`O=C(Nc1ccc(N2CCCCCC2)cc1)c1ccc[nH]1` gave CRFBP-R2 agonist -0.6, CRFBP-R2 block 1 and GalR3 antagonist -5.
Screening COc1ccc([C@H]2CC(=O)C=C(c3cc(C)ccc3F)C2)cc1 returned CRFBP-R2 agonist -0.3, CRFBP-R2 block -12 and GalR3 antagonist -6.
`Cn1ncc2c(=O)[nH]nnc21` gave CRFBP-R2 agonist 1.4, CRFBP-R2 block -2 and GalR3 antagonist -3.
C[C@@H]1CN([C@H](C)CO)C(=O)c2c(c3ccccc3n2C)-c2ccccc2CO[C@@H]1CN(C)C(=O)Nc1ccccc1C(F)(F)F was read as CRFBP-R2 agonist 1.1, CRFBP-R2 block 0 and GalR3 antagonist -7.
Screening COc1ccc2c(c1)OC[C@H]1[C@H]2N2C(=O)CN(CCc3c[nH]c4ccccc34)C(=O)[C@@]2(C)[C@H]1c1ccccc1 returned CRFBP-R2 agonist -0.4, CRFBP-R2 block -8 and GalR3 antagonist -1.
CN(CC(=O)Nc1ccccc1Br)C(=O)CN(C)C1CCCCC1 was read as CRFBP-R2 agonist 0.0, CRFBP-R2 block 6 and GalR3 antagonist -2.
For COc1ccc(C(CNC(=O)c2cccc(S(=O)(=O)N3CCCC(C)C3)c2)N(C)C)cc1 (centres undefined) the results were CRFBP-R2 agonist -0.9, CRFBP-R2 block -7 and GalR3 antagonist -3.

Random excerpt: two compounds from above
Screening CC(=Nc1ccccc1)C1=C(O)C(Cc2ccc(F)cc2)NC1=O (centres undefined) returned CRFBP-R2 agonist -2.9, CRFBP-R2 block -9 and GalR3 antagonist -4.
For COc1ccc(C(CNC(=O)c2cccc(S(=O)(=O)N3CCCC(C)C3)c2)N(C)C)cc1 (centres undefined) the results were CRFBP-R2 agonist -0.9, CRFBP-R2 block -7 and GalR3 antagonist -3.

Assay outcomes deposited in PubChem BioAssay by several laboratories.
